# BoNT-F LC inh – BoNT F light chain protease inhibition | Multiplex microsphere protease cleavage assay, flow cytometry | inhibition, % at 10 µM | 360,000 compounds, 0.22% hits | AID 588497; in the data active = inhibition above about 35%, passing the limit was not always enough; inconclusive = no clear call, values can overlap the other calls; note: plate controls were buffer without enzyme for full effect and enzyme alone for no effect
# PrPC surface inh – inhibitors of human cell surface prion protein PrPC; TR-FRET read-out; inhibition, % at 13.8 µM; P04156; 370,000 compounds, 0.43% hits; in the data active = inhibition above about 24%; note: 0% = median of the test wells and 100% = reference compound wells
# FadD28 binding – inhibitors of Mycobacterium tuberculosis FadD28 bisubstrate binding. FadD28 bisubstrate probe binding, fluorescence polarization. inhibition, % at 12.5 µM. 360,000 compounds, 0.22% hits. AID 588549; in the data active = inhibition above about 8.5%, passing the limit was not always enough; inconclusive = no clear call, values can overlap the other calls
# BoNT A protease – BoNT A light chain protease inhibition; multiplex microsphere protease substrate cleavage, flow cytometry; inhibition, % at 10 µM; 360,000 compounds, 0.17% hits; in the data active = inhibition above about 30%; inconclusive = no clear call, values can overlap the other calls; note: plate controls were buffer without enzyme for full effect and enzyme alone for no effect
# Mtb BioA inh – blocks M. tuberculosis BioA enzyme activity; purified M. tuberculosis BioA enzyme, plate reader; inhibition, % at 9.99 µM; 360,000 compounds, 0.096% hits; AID 602481; in the data active = inhibition above about 40%; inconclusive = no clear call, values can overlap the other calls
# FBA Mtb inh – inhibits M. tuberculosis FBA enzyme. P9WQA3. purified M. tuberculosis FBA, fluorescence read-out. inhibition, % at 1 µM. 360,000 compounds, 2.3% hits; in the data active = inhibition above about 27%;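 note: 0% = vehicle and 100% = reference inhibitor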
# Target sequence (P9WQA3 whole entry, looked up): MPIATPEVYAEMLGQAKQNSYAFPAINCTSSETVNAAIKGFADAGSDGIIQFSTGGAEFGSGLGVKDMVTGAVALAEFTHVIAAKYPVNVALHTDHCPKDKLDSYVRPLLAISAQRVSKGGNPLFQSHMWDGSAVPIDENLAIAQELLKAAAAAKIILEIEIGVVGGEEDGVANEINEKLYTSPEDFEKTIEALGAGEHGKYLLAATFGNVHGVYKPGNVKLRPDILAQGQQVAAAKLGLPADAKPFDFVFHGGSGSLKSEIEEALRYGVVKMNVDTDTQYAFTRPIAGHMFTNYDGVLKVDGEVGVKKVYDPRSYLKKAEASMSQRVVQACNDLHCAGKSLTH
# GDH-TPI counter – counter-screen for M. tuberculosis FBA inhibitors: GDH-TPI coupled enzymes | GDH-TPI coupled enzyme counterscreen, NADH absorbance | inhibition, % at 4.8 µM | 360,000 compounds, 1.2% hits | AID 588335;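 note: 0% = DMSO wells and 100% = wells lacking the enzyme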
# UGM FP inh – Mtb UDP-galactopyranose mutase inhibition. inhibition, % at 10 µM. purified UGM, fluorescence polarization probe displacement. 320,000 compounds, 0.06% hits. P9WIQ1; in the data active = inhibition above about 10%, passing the limit was not always enough; inconclusive = no clear call, values can overlap the other calls
# Target sequence (P9WIQ1 whole entry, looked up): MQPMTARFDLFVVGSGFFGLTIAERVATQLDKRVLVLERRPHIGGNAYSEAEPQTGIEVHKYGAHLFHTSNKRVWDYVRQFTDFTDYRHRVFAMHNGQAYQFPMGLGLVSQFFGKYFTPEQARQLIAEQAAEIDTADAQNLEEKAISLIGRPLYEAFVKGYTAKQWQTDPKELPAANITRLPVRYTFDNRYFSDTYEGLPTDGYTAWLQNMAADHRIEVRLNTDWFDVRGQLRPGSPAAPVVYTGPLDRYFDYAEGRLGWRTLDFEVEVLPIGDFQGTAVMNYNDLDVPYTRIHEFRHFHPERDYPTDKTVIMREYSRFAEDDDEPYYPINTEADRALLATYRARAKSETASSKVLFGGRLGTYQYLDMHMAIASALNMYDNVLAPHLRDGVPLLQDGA
# CCHFV vOTU inh – CCHFV vOTU protease inhibition. Pep-AMC fluorescence. inhibition, % at 11.5 µM. 370,000 compounds, 0.55% hits. AID 651958; note: 0% = vehicle wells with enzyme and 100% = no enzyme wells
# The depositor's hits bear a star; u = inconclusive; x = no result given; & = joins results of further samples. Cut-off read from the data, not from the text of the source, unless noted: active = inhibition above about 30%; inactive = the rest.
SMILES,BoNT-F LC inh,PrPC surface inh,FadD28 binding,BoNT A protease,Mtb BioA inh,FBA Mtb inh,GDH-TPI counter,UGM FP inh,CCHFV vOTU inh
Cc1ccc(C(O)(C(=O)NN(C(=O)c2ccccc2)c2ccccc2)c2ccc(C)cc2)cc1,-0.4,10.7,-3.1,-0.4,x,-1.4,6.4,0.9,9.7
COc1ccccc1C1CC(c2ccc(Cl)cc2)Nc2nc(N)nn21 (configuration not stated),16.3,-7.2,-2.0,4.6,14.3,3.0,-4.0,-1.2,10.2
O=C(Cc1ccccc1)N[C@H](c1ccccc1)P(=O)(O)CO,12.3,-7.3,1.6,-0.1,-4.0,0.3,-0.6,-0.4,-4.0
O=C(COC(=O)c1ccccc1Nc1ccccc1F)c1ccccc1,0.2,-8.8,-0.8,-0.2,x,1.3,12.5,-1.1,7.4
COc1cc2[nH]c(=S)n(CCCN3CCOCC3)c(=O)c2cc1OC,5.5,2.2,-1.6,1.1,-1.0,-1.5,16.4,1.1,5.4
CCN(C(=O)c1cc2ccccc2oc1=O)c1cccc(C)c1,-1.7,-5.0,-3.1,-1.4,-2.2,-1.0,-3.7,1.5,7.6
COc1ccc(NC(=O)c2ccc(-c3ccc(OC)cc3)s2)cc1,-0.4,-5.4,-1.3,0.0,x,0.7,11.1,-1.2,0.8
Cc1cccc(OCCNC(=S)NC(=O)c2cccnc2)c1,-3.1,3.0,0.2,0.1,x,0.4,2.9,-0.6,-4.7
COc1cc(C(=O)N2CCN(S(=O)(=O)c3ccc(C)cc3C)CC2)ccc1OCC(=O)N1CCOCC1,5.3,-6.5,0.5,-0.2,-5.1,0.7,-0.5,-0.4,-5.7
COCCCNC(=O)c1cn(-c2cccc(OC)c2)c(=O)c2ccccc12,0.1,5.3,0.6,2.4,-2.0,-1.3,-3.7,1.5,-7.4
CC(C)CNC(=O)c1ccc2c(c1)C(=O)N(C1CCCCC1)C2=O,u,-0.2,-1.4,-2.2,-1.8,-0.1,5.4,0.0,6.1
COc1cc(/C=C2/N=C(C3CCCCC3)OC2=O)cc(OC)c1OC,1.3,-7.8,0.1,u,-11.7,-2.8,1.0,-0.3,-5.3
O=[N+]([O-])c1ccc(NCc2ccccc2N2CCC(CO)CC2)nc1,-11.2,-14.7,0.1,1.5,x,-2.0,8.1,-3.6,-7.8
O=C(CS(=O)CC(=O)Nc1cccnc1)Nc1ccc(F)cc1 (configuration not stated),-3.1,0.8,1.0,0.4,-4.6,0.2,-1.6,-1.4,-2.8
Cc1ccc(C(=O)Nn2cnnc2)cc1[N+](=O)[O-],0.5,-0.7,0.9,1.4,-2.4,0.5,-1.9,1.2,-18.7
Cc1cc(N(CN2CCCC2=O)C(=O)c2ccc(F)cc2)no1,0.5,-4.8,-1.3,0.2,-1.1,-0.6,1.2,-2.5,-6.0
CCn1c(SCC(=O)Nc2ccccc2C(=O)OC)nnc1-c1cccc(C)c1,1.5,-0.5,0.4,-0.1,13.2,2.4,5.8,0.1,1.7
Cc1ccc(/C=C2\Oc3cc(OC(=O)N4CCOCC4)ccc3C2=O)cc1,-16.2,-2.4,-0.2,-0.8,x,0.2,-3.7,0.4,-13.9
O=C(COC(=O)c1cc(=O)[nH]c2ccccc12)NCCc1ccccc1,1.9,5.0,-3.7,-0.1,-0.1,4.4,6.6,1.8,-2.6
CSC(=O)NC12CC3CC(CC(C)(C3)C1)C2,1.2,-4.1,-0.8,0.6,-2.2,1.0,5.4,1.5,1.8
COc1nc(NCC(C)C)nc(Oc2ccc(=O)n(-c3ccccc3)n2)n1,-3.5,-8.4,-0.5,-0.8,-1.7,0.1,0.7,-0.4,-5.5
COc1ccc(CCNC(=O)CCC(=O)NC2CCCC(C)C2C)cc1OC (configuration not stated),u,8.2,1.7,-4.5,-0.7,1.6,-7.0,0.6,-12.8
CCOc1ccccc1CNc1ccc(N2CCOCC2)c(C(=O)O)c1,-4.2,x,-1.4,-1.1,-0.4,1.5,0.9,-0.2,x
CC1CCN(S(=O)(=O)c2ccc(C(=O)NNC(=O)C3CC3)cc2)CC1,-2.8,1.2,-1.6,-1.2,x,8.4,5.9,-3.2,-9.6
CC1CCN(S(=O)(=O)c2ccc3c(ccn3CC(=O)O)c2)CC1,4.0,3.0,-3.6,0.7,12.3,-0.3,9.5,2.5,-9.5

# Ordered by number of heavy atoms (rising): part of the list above
SMILES,BoNT-F LC inh,PrPC surface inh,FadD28 binding,BoNT A protease,Mtb BioA inh,FBA Mtb inh,GDH-TPI counter,UGM FP inh,CCHFV vOTU inh
O=C(Cc1ccccc1)N[C@H](c1ccccc1)P(=O)(O)CO,12.3,-7.3,1.6,-0.1,-4.0,0.3,-0.6,-0.4,-4.0
CC1CCN(S(=O)(=O)c2ccc3c(ccn3CC(=O)O)c2)CC1,4.0,3.0,-3.6,0.7,12.3,-0.3,9.5,2.5,-9.5
CC(C)CNC(=O)c1ccc2c(c1)C(=O)N(C1CCCCC1)C2=O,u,-0.2,-1.4,-2.2,-1.8,-0.1,5.4,0.0,6.1
COc1cc(/C=C2/N=C(C3CCCCC3)OC2=O)cc(OC)c1OC,1.3,-7.8,0.1,u,-11.7,-2.8,1.0,-0.3,-5.3
O=C(COC(=O)c1ccccc1Nc1ccccc1F)c1ccccc1,0.2,-8.8,-0.8,-0.2,x,1.3,12.5,-1.1,7.4
COCCCNC(=O)c1cn(-c2cccc(OC)c2)c(=O)c2ccccc12,0.1,5.3,0.6,2.4,-2.0,-1.3,-3.7,1.5,-7.4
CCn1c(SCC(=O)Nc2ccccc2C(=O)OC)nnc1-c1cccc(C)c1,1.5,-0.5,0.4,-0.1,13.2,2.4,5.8,0.1,1.7

# (continued)
SMILES,BoNT-F LC inh,PrPC surface inh,FadD28 binding,BoNT A protease,Mtb BioA inh,FBA Mtb inh,GDH-TPI counter,UGM FP inh,CCHFV vOTU inh
COC(=O)C(=Cc1ccc(-c2ccsc2C(=O)OC)o1)C(=O)OC,-6.9,-5.5,-2.3,-0.6,x,-2.5,19.9,0.9,-59.2
O=C(N/N=C1\CCCc2ccccc21)c1cccc(Br)c1,-2.0,-0.2,-3.9,0.0,1.9,-0.2,0.3,3.7,-0.8
CC(=O)N1c2ccc(S(=O)(=O)N3CCC(C(=O)NCc4ccc(N(C)C)cc4)CC3)cc2CC1C (configuration not stated),-9.2,4.1,1.1,-0.5,-1.2,1.9,0.4,1.3,2.8
COc1ccc(Cn2cc(CN3CC(N4CCN(Cc5ccccc5F)CC4)CS3(=O)=O)nn2)cc1 (configuration not stated),5.2,0.7,x,0.0,x,x,x,x,-1.3
CCCCNc1c([N+](=O)[O-])cc(C(=O)O)cc1[N+](=O)[O-],-5.9,-8.2,-1.0,-0.3,-0.4,1.0,3.3,x,-11.4
COc1cccc(NC(=O)COC(=O)c2cc(S(=O)(=O)N3CCOCC3)ccc2C)c1,-11.8,3.2,0.3,1.3,-0.8,2.0,3.1,0.5,13.2
COc1ccc(C(=O)C[n+]2ccc3c(c2)nc(-c2ccccc2)n3C)cc1,5.7,-4.7,-0.8,1.5,x,4.2,-2.9,x,2.4
C/C=C/Cn1c(SC)nc2c1c(=O)[nH]c(=O)n2C,27.9,1.0,-0.9,2.3,-0.5,3.6,-12.7,0.7,10.7
COc1cccc(-n2nnnc2SCC(=O)NC2CCCCC2)c1,-2.5,4.6,-4.2,0.2,0.7,-1.8,-12.8,-0.6,18.4
CC(C)CCNC(=O)NC(=O)COC(=O)/C=C/c1cnc2ccccc2n1,-20.1,-6.4,2.2,-0.3,0.9,4.9,12.7,0.1,2.0
CCOC(=O)CSC1=NC(=O)/C(=C/c2ccc(Br)cc2)S1,-4.8,1.4,-1.6,-2.3,x,-2.8,19.5,-1.9,1.9
Cn1c(N)c(C(=O)CCl)c(=O)n(C)c1=O,7.1,1.8,1.2,0.1,-5.3,2.2,11.6,-2.5,-8.9
CC1CCC(NC(=O)CN2C(=O)NC(C)(C)C2=O)CC1 (configuration not stated),-5.1,-5.1,-0.4,-2.6,0.3,-0.3,1.8,0.4,-3.9
CC(C)NC(=O)C1CCN(C2CCN(Cc3ccc4cccc(F)c4n3)CC2)CC1,5.9,-5.2,-2.7,0.6,x,4.6,-16.8,0.4,-2.0
O=C(O)CSCC(=O)Nc1ccccc1,-2.2,-4.2,-0.2,-2.0,-1.4,1.6,-1.4,-2.1,7.3
O=C(O)c1cccc(NC(=O)c2cccc(S(=O)(=O)Nc3cccc([N+](=O)[O-])c3)c2)c1,-5.8,-5.3,-2.6,-2.7,-1.4,0.8,5.5,3.0,0.3
Cc1cc2c(=O)oc(-c3ccccc3Br)nc2s1,-2.9,-5.8,-6.8,-0.1,x,0.7,17.5,x,-0.5
O=C(Nc1ccc(NC(=O)c2cccs2)cn1)c1ccccc1,0.8,0.1,0.1,0.8,x,-2.0,9.8,-4.2,3.1
CN(Cc1cccnc1)C(=O)c1ccc2nc(Cc3ccccc3F)oc2c1,-2.0,-4.7,-0.3,-3.5,0.8,-1.4,-1.3,-0.8,-5.4
COc1ccc(S(=O)(=O)N2CCCCC2)cc1NC(=O)CCNC(=O)c1ccc(Br)cc1,-4.9,7.3,-1.6,-0.9,-1.0,4.2,5.2,1.4,-3.8
COc1ccccc1-c1noc(CSc2nc(N)cc(=O)[nH]2)n1,-2.0,6.5,-4.1,-0.2,3.0,-8.0,-3.8,-0.4,2.7
O=C1NC(=O)C(CCc2ccncc2)(CCc2ccccn2)C(=O)N1c1ccc(Br)cc1 (configuration not stated),-1.4,3.7,-2.2,0.4,x,-0.2,-6.3,2.6,17.4
O=C(O)c1nc(N2CCCC2)ncc1Cl,9.5,5.1,-0.3,6.9,-0.2,-0.4,20.4,0.8,-22.5
O=C(O)c1nccnc1C(=O)NCc1csc2ccc(Cl)cc12,-4.5,4.8,0.7,0.0,-1.4,1.7,17.0,1.8,-13.3
O=C(Nc1ccccc1)C1=C[C@H](c2ccc(C(F)(F)F)cc2)C[C@H](OCCCCO)O1,-3.1,4.2,-2.7,-0.2,-0.4&-2.6,3.9,8.4,-3.2,5.8

# Remaining list, next part
SMILES,BoNT-F LC inh,PrPC surface inh,FadD28 binding,BoNT A protease,Mtb BioA inh,FBA Mtb inh,GDH-TPI counter,UGM FP inh,CCHFV vOTU inh
Clc1ccc(C[n+]2cc(-c3ccc(Cl)cc3)n3c2CCC3)cc1,-0.6,-8.2,-2.6,0.9,x,-0.5,2.9,-0.1,9.1
O=S1(=O)N=C(N(CCO)/N=C/c2ccc(Cl)cc2)c2ccccc21,-14.6,4.1,-0.9,0.7,8.1,-3.7,15.4,1.3,23.1
NC(=O)NC(CC(=O)OCC(=O)Nc1nnc(-c2ccccc2)o1)c1ccc(Cl)cc1 (configuration not stated),-2.4,-6.2,-3.4,-0.2,0.2,-1.9,7.6,x,14.9
Cc1occc1C(=O)NN1C(=O)C2C3CCC(O3)C2C1=O (configuration not stated),-5.4,-0.3,-1.2,-0.7,-1.8,9.9,6.6,2.1,-8.4
CCOc1ccc(OCC)c(NC(=O)CCSCCc2ccccn2)c1,-2.7,1.4,-2.8,-0.2,1.3,1.7,0.5,-1.9,-7.0
NC(=O)c1ccccc1,3.6,2.8,-2.5,0.4,-0.6,5.6,4.7,-1.5,-7.7
Cc1ccc(NC(=O)c2c(C(F)(F)F)nn(C)c2Cl)cc1C,3.1,-5.3,-4.5,u,-2.0,-0.2,-1.9,0.0,-2.2
CC(=O)N1CCCC(c2cc(C(=O)Nc3ccccc3)no2)C1 (configuration not stated),0.2,7.8,-0.7,0.4,-0.4,1.9,4.6,x,2.2
C[C@H]1COC(=O)[C@H](Cc2ccc(F)cc2)CC/C=C/C[C@@H](CC(=O)N(CCO)Cc2ccccc2)C(=O)N1,0.0,5.0,-4.1,-0.6,1.7,-3.8,3.6,x,-2.0
O=c1[nH]c(=O)n(-c2cccc3ccccc23)c(O)c1/C=N/N1CCCCC1,u,0.2,1.8,-7.0,5.4,0.8,2.0,4.9,-0.8
Brc1cccc(-c2nnc3sc(CN4CCCCC4)cn23)c1,-7.4,3.0,-2.3,-0.1,-2.2,1.0,-0.4,-0.9,-16.8
Cc1cc(C)cc(OC(C)c2ccnc3nc(/N=C/N(C)C)nn23)c1 (configuration not stated),3.8,-0.2,-3.2,0.4,1.2,18.3,12.1,1.7,-5.6
COc1cc(/C=N/N2CCN(c3ccccc3)CC2)ccc1OC(C)=O,u,1.8,-1.0,-1.5,-1.4,-6.7,-4.2,3.0,-14.2
COc1ccc(NC(=O)CN(Cc2ccccc2)S(C)(=O)=O)cc1OC,-7.1,2.3,-2.5,-0.4,x,-0.8,11.1,-0.5,-5.1
